ST2 inh: blocks human ST2 binding to IL-33; AlphaLISA ST2-Fc/biotin-IL-33 interaction, 1 h; 2.3% of 78,000 active; AID 1259354; inhibition, % for hits at 17 µM; Q01638; in the data active = inhibition above about 30%; inconclusive = mostly about 10% to 28%
Target sequence (Q01638 whole entry, looked up): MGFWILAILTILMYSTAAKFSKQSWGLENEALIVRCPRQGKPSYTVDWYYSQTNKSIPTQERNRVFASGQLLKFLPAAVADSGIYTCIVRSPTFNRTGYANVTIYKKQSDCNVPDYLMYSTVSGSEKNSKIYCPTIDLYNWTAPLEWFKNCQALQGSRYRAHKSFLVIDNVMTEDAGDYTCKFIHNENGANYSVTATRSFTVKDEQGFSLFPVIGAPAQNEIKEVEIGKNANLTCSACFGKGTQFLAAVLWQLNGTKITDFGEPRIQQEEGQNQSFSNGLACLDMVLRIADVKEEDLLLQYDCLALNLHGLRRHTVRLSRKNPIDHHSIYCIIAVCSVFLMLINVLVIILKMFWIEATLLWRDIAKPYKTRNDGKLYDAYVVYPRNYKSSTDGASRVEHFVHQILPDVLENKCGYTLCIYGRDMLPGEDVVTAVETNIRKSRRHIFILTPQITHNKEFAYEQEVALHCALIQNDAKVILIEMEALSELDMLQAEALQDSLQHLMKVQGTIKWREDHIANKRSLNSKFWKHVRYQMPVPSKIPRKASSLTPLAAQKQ
Starred values were filed as active, the others as inactive; i = inactive; u = inconclusive. Some of the compounds tested; rates above refer to the full screens.

SMILES | ST2 inh
CCCOc1ccc(Cc2c(Cl)nc(SC)nc2NC)cc1 | i
COc1ccc(CNCCC2(c3ccccc3)CCOC(C(C)C)C2)cc1 (centres undefined) | i
COc1ccc(C2CC(=O)n3nc(-c4ccccc4)nc3S2)cc1OC (centres undefined) | i
Cc1cc(C)cc(NC(=O)c2cccs2)c1 | i
O=C(c1cn2cc(Cl)ccc2n1)N1CC[C@@H](c2ccc(F)cc2)[C@H](O)C1 | i
O=C(O)CSC12C[C@H]3C[C@@H](C1)CC(C(=O)O)(C3)C2 | i
FC(F)c1nc2ccccc2[nH]1 | i
Cn1c(=N)n(CC(=O)c2ccc(Cl)c(Cl)c2)c2ccccc21 | u
COc1ccc(C(=O)Nc2ccc(S(=O)(=O)Nc3nc(C)cc(C)n3)cc2)c(OC)c1 | i
N#CC1=C(N)Oc2n[nH]c(C(F)(F)F)c2C1c1cccs1 (centres undefined) | i
COc1ccc(CNC(=O)c2ccc(C#CC(C)(C)O)cc2)cc1 | i
COC(=O)c1c(C)oc2ccc(N(C(=O)C3CCCCC3)S(=O)(=O)c3ccccc3)cc12 | i
Cc1ccc(Cn2c(CNS(=O)(=O)c3ccc(Cl)cc3)nc3cccnc32)cc1 | u
CC1(C)C(c2ccccc2)=NC(c2ccc(F)cc2)N1O (centres undefined) | u
O=C1C2C(C(=O)N1c1cccc(Cl)c1)[C@H]1C=C[C@@H]2CC1 (some centres undefined) | i
Cc1sc(N)nc1-c1c[nH]c2ccccc12 | u
Cc1ccccc1C1CCCN1C(=O)C(C)(C)NC(=O)c1cccs1 (centres undefined) | u
Cc1ccc(C(C)C)cc1OCCNC(C)C | i
CCc1nc2c(cnn2-c2ccc(Cl)cc2)c(=O)n1-c1ccc2c(c1)OCCO2 | u
Cc1ccc(C2(O)CCN(c3nc(-c4ccccc4)nc4c3CCC4)CC2)nc1 | i
NC(=O)c1ccc(NC(=O)CC2CCCCC2)cc1 | i
O=C(O)c1ccccc1C(=O)N1Cc2[nH]cnc2C[C@H]1c1nc(-c2ccc(C(F)(F)F)cc2)no1 | i
Cc1oc2c(c1C(=O)N1CCN(c3ccc([N+](=O)[O-])cc3)CC1)CCCC2 | u
O=C(c1cc(F)c(F)cc1F)N1CCOc2ccc(CN3CCc4sccc4C3)cc2C1 | i
OC1CCN(CCn2ccnc2-c2cccc3c2oc2ccccc23)CC1 | u
Cc1ccc(OCCCC(=O)Nc2ncn[nH]2)cc1 | i
CC(C)C(NS(=O)(=O)c1cccc2nsnc12)C(=O)NCCC1=CCCCC1 (centres undefined) | i
CCOC(=O)C(N)CSC1CC(=O)N(c2ccc(Br)cc2)C1=O (centres undefined) | i
O=C(CCC1CCCCC1)Nc1ccccc1Br | u
CC(C)CCNC(=O)c1cc(=O)[nH]c2ccc(S(=O)(=O)N3CCC(C)CC3)cc12 | i
CCC(C)(C)C(=O)Nc1ccc(S(=O)(=O)Nc2nccc(C)n2)cc1 | i
c1ccc(CCc2noc(CN3CCC(N4CCSCC4)CC3)n2)cc1 | u
C=CCc1cccc(C)c1OCCN1CCOCC1 | i
Cc1ccc(Cn2c(CNC(=O)c3cccnc3)nc3cccnc32)cc1 | i
CC(=O)c1ccc(NC(=O)N[C@@H]2C=C(C(=O)N[C@H](C)C(N)=O)C[C@@H](O)[C@@H]2O)cc1 | i
CCCN1CCC(NCc2ccc(Cl)c(Cl)c2)CC1 | i

Some of the entries so far, with each value named.
CCC(C)(C)C(=O)Nc1ccc(S(=O)(=O)Nc2nccc(C)n2)cc1
- ST2 inh: i
c1ccc(CCc2noc(CN3CCC(N4CCSCC4)CC3)n2)cc1
- ST2 inh: u
C=CCc1cccc(C)c1OCCN1CCOCC1
- ST2 inh: i
Cc1ccc(Cn2c(CNC(=O)c3cccnc3)nc3cccnc32)cc1
- ST2 inh: i

The listing continues.
SMILES | ST2 inh
CCOC(=O)c1c(NC(=O)c2ccccc2OC(C)=O)sc2c1CCC2 | i
Cn1c([C@H]2CCN(Cc3cc4ccccc4o3)C2)nc2ccccc21 | i
O=C1NC(=Nc2ccc(O)cc2)S/C1=C\c1cccc(O)c1 | i
Cc1ccc(OCCn2c3ccccc3c3ccccc32)c([N+](=O)[O-])c1 | i
O=C1N=C(N2CCOCC2)S/C1=C\c1c(F)cccc1Cl | i
CSc1nccc(-c2ccc(Cl)cc2Cl)n1 | u
CSc1ccc(C2C(C(=O)Nc3ccc(C)cc3C)=C(C)Nc3nnnn32)cc1 (centres undefined) | u
CC(C)CCSc1nc(O)cc(=O)[nH]1 | i
Cc1cc(C)cc(CCC(=O)N2CCCC2c2cc(C)no2)c1 (centres undefined) | i
Cc1ccc(C)c(CN2C(=O)C3(OCCCO3)c3ccccc32)c1 | i
Cc1noc(C)c1CCC(=O)N1CCCC(CCc2cccc(F)c2)C1 (centres undefined) | u
CCc1ccc(Cn2c(CNS(=O)(=O)c3ccc(F)cc3)nc3cccnc32)cc1 | i

Of the compounds above, these contain bromine.
SMILES | ST2 inh
CCOC(=O)C(N)CSC1CC(=O)N(c2ccc(Br)cc2)C1=O (centres undefined) | i
O=C(CCC1CCCCC1)Nc1ccccc1Br | u

Other records follow.
SMILES | ST2 inh
c1ccc(CN2CCC[C@H]2c2nc(-c3ccc(OC4CCCCC4)nc3)no2)nc1 | i
O=C(c1cccs1)n1nnc2ccccc21 | u
CCOc1ccc(C2NC(=O)c3c(sc4c3CCCC4)N2)cc1OCC (centres undefined) | i
COc1ccc([N+](=O)[O-])cc1NC(=O)COc1ccc(C)cc1Br | i
Cn1cc(I)c(C(=O)n2cc(Br)cn2)n1 | u
Cc1ccc(NC(=O)c2ccc(-c3ccc([N+](=O)[O-])cc3)o2)cc1-c1nc2ncccc2o1 | i
CCCc1nc2nc[nH]n2c(=O)c1NC(=O)Nc1cccc(F)c1 | i
COc1ccc(C2CC(c3ccccc3Cl)Nc3nc(N)nn32)cc1 (centres undefined) | i
COc1cccc(CNCc2ccc(C(F)(F)F)cc2)c1OC | i
CC(C)CC(=O)N(C)CCc1ccccn1 | i
O=C(N[C@H]1CO[C@H]2[C@@H]1OC[C@@H]2Nc1nccc(-c2cccs2)n1)c1ccc2c(c1)OCO2 | i
CC1CN(C2=NC(=O)C(=C3CCCCC3)S2)CC(C)O1 (centres undefined) | u
CC(=O)c1ccc(OC(=O)c2cc3ccccc3oc2=O)cc1 | i
O=[N+]([O-])c1cccc(S(=O)(=O)Nc2cccnc2Cl)c1 | i
N#Cc1cc(C#N)c(SCc2ccc([N+](=O)[O-])cc2)nc1N | i
O=C(CSc1ncnc2nc[nH]c12)c1ccc([N+](=O)[O-])cc1 | i
Cc1ccsc1[C@@H]1CCN(Cc2ccc(-c3cncnc3)cc2)C[C@H]1O | i
Oc1ccccc1C1=Nc2ccccc2N=C(c2cccc(F)c2)C1 | 30%*
Cc1nnnn1-c1cccc(C(=O)N2CCC(O)(CN(C)C)C2)c1 (centres undefined) | i
CCNc1nc(OCC)nc(N2CCC(Cc3ccccc3)CC2)n1 | u
NC(=O)C1(S(=O)(=O)c2ccccc2)CC1 | i
CCCn1ncc(-c2ccnc(NCc3cnn(CC)c3)n2)c1C | i
CC(C)Cc1ccc(S(=O)(=O)NCCC2=CCCCC2)cc1 | i
O=C(NCCO)C(c1ccccc1)c1ccccc1 | i
CCOc1ccccc1CN1CCc2ccccc2C1 | u
COc1ccc(C2C(C(=O)N3CCC(C)CC3)c3cc(OC)c(OC)cc3C(=O)N2C)cc1 (centres undefined) | i
CCn1c(C(=O)OC)c(NC(C)=O)c2cc(NCc3cc(F)cc(F)c3)cnc21 | u
Cc1nc2ccccc2c2c1CC(C)O2 (centres undefined) | u
Oc1ccc(Br)cc1C=Nc1ccc(-c2nc3ncccc3o2)cc1 | u
COc1ccc(CN2CCN(c3cccc(Cl)c3)CC2)c(OC)c1OC | i
O=C(C1CC1)N1CCc2cc(S(=O)(=O)NCC3COc4ccccc4O3)ccc21 (centres undefined) | i
COc1ccc(-c2ccc(C(=O)N(C)Cc3csc(C)n3)o2)cc1 | u
Cc1nn2cc(CCNC(=O)c3cc4n(n3)CCCN(C)C4)nc2s1 | u
NS(=O)(=O)c1ccc(F)c(C(=O)N2CCOC(Cc3ccccc3)C2)c1 (centres undefined) | i
CC1(C)CC(NCc2cccc([N+](=O)[O-])c2)CC(C)(C)N1 | u
Cn1c(-c2ccccc2)cnc1SCc1csc(N)n1 | i
CC1=C(C(=O)OC(C)C)C(c2ccccc2F)C(C#N)=C(N)O1 (centres undefined) | i
COc1ccccc1N(CC(=O)NCc1cccnc1)S(C)(=O)=O | i
CC(=O)OCCn1nc(-c2ccccc2)c2ccccc2c1=O | i
COc1ccc(Nc2ccc(OC)cc2)cc1 | 70%*
CCOC(=O)c1c(NC(=O)c2c(F)cccc2F)sc2c1CCC2 | i
O=C(O)CCC(=O)N1Cc2[nH]cnc2C[C@H]1c1nc(-c2ccc(C(F)(F)F)cc2)no1 | i
CC1(C)OC(C(=O)NC2CCCCC2)C(C(=O)NC2CCCCC2)O1 (centres undefined) | i
O=C(CSc1c2c(nc3ccc(Cl)cc13)CCCC2)N1CCN(C(=O)c2ccco2)CC1 | i
COc1ccc(NC(=O)c2cc(-c3ccco3)on2)cc1 | i
O=c1oc(-c2ccccc2)nc2sc3c(c12)CCCCC3 | 36%*
COc1ccc2[nH]c(C(=O)N3CCN4CCN(C)CC4C3)c(C)c2c1 (centres undefined) | u
CC1=C[C@@H](CNC(=O)Nc2ccccc2)[C@H](C(C)C)C[C@H]1CC(=O)N1CCN(C)CC1 | u

Some of the entries so far, tab-delimited.
mol	ST2 inh
CCOC(=O)c1c(NC(=O)c2c(F)cccc2F)sc2c1CCC2	i
O=c1oc(-c2ccccc2)nc2sc3c(c12)CCCCC3	36%*
COc1ccc(Nc2ccc(OC)cc2)cc1	70%*

More results
SMILES | ST2 inh
Cc1ccc(-c2nnc([C@H]3CCN(CC4CC4)C3)o2)cc1 | i
N#CC1=C(N)Oc2cc(O)ccc2C1c1ccc(-c2ccccc2)cc1 (centres undefined) | u
CCOc1ccc(N2C(=O)S/C(=C\c3ccc(OC)cc3)C2=O)cc1 | i
C=CCNC(=O)c1cc(=O)c2ccccc2o1 | i
O=C1CCCN1c1ccc(CNC2CCC3(CCNCC3)CC2)cc1 | u
O=C(O)c1cccc(CC2CCN(C(=O)c3ccc4nc[nH]c4c3)C2)c1 (centres undefined) | u
COc1ccc(/C=N\OCC(=O)Nc2sc3c(c2C#N)CC(C)(C)NC3(C)C)cc1OC | i
COc1ccc(C)cc1S(=O)(=O)n1nnc2cc(Cl)ccc21 | i
N#C/C(=C\c1ccc(Cl)cc1)c1nc(-c2ccccc2)cs1 | 51%*
COc1ccccc1CNC(=O)C1CCCCC1C(=O)O (centres undefined) | i
COc1cc2c(cc1OC)C(C(=O)NCc1ccc(F)cc1)C(c1cccs1)N(C)C2=O (centres undefined) | i
CC(=O)OC1c2cc(C)ccc2NC(c2cccc(Br)c2)C1(C)C (centres undefined) | i
CCOC(=O)CSc1nc(N)c2c3c(sc2n1)CCCC3 | i
Cc1cc(=O)n2ncn(Cc3ccccc3)c2n1 | i
CCCc1nc2nc[nH]n2c(=O)c1NC(=O)NCc1cccc(OC)c1 | u
COC(=O)[C@@H]1Cc2nc[nH]c2CN1C(C)C | i
CCC1C(=O)OC23C=C[C@@H]4C(C(=O)O)=CO[C@H](O[C@@H]12)[C@@H]43 (some centres undefined) | u
Brc1ccccc1CN1CCSCC1 | i
CC(=O)c1ccc(O)c(CC=C(C)C)c1 | u
CC1CCN(C(=O)C[C@@H]2O[C@H](CNS(=O)(=O)c3ccccc3)[C@@H](O)[C@H]2O)CC1 | i
Cc1nc(C)c(CC(=O)N2CCCC(c3[nH]ncc3-c3ccccc3)C2)c(=O)[nH]1 (centres undefined) | i
CC(=O)c1ccc(NC(=O)c2cc3ccccc3o2)cc1 | i
COc1ccccc1/C=C1/OC(=O)c2c1cc(C)[nH]c2=O | u
O=C(c1ccc2c(c1)C1C=CCC1C(c1ccc([N+](=O)[O-])cc1)N2)N1CCCCCC1 (centres undefined) | 40%*
O=c1oc2ccccc2cc1-c1nc(-c2ccc(Br)cc2)cs1 | u
Cc1cccc(C)c1NC(=O)c1ccc(C(=O)Nc2c(C)cccc2C)nc1 | i
O=C(Nc1ccc(F)c(Cl)c1)c1cc(-c2ccco2)on1 | i
c1ccc(Cc2nnc([C@H]3CCN(Cc4ccc5c(c4)OCO5)C3)o2)cc1 | i
CC1CC(C)CN(C(=O)CN2C(=O)c3ccccc3S2(=O)=O)C1 (centres undefined) | i
COc1ccc(N2CCN(C(=O)c3ccc4nc5ccc(Cl)cc5c(=O)n4c3)CC2)cc1 | u
COc1ccc(Cn2c(CNS(=O)(=O)c3cccc(Cl)c3)nc3cccnc32)cc1 | i
O=C(C[C@@H]1O[C@H](CNC(=O)Nc2ccc(F)cc2F)[C@@H](O)[C@H]1O)NCc1ccccc1 | i
CCOC(=O)N1CCN(C(=O)CN(c2ccc(OC)c(Cl)c2)S(C)(=O)=O)CC1 | i
CCN1CCN(C(=O)c2cccn2-c2nnc(N3CCCCC3)s2)CC1 | i
Cc1c(Cl)c([N+](=O)[O-])nn1CCCC(=O)Nc1ccccc1C(F)(F)F | i
COC(=O)c1ccc2c(c1)NC(=O)C(N1CCCCC1)S2 (centres undefined) | i
Cc1nc2cc(NC(=O)C3CC34CCN(C(=O)/C=C/c3cccc(F)c3)CC4)ccc2s1 (centres undefined) | i
Cc1cc(N2C(=O)C3CC=CCC3C2=O)ccc1Br (centres undefined) | i
CCCn1cnc2sc(C(=O)Oc3ccc(C(=O)OCC)cc3)c(C)c2c1=O | i
Cc1ccccc1NC(=O)CN1CCOCC1 | i
CC(C)(C(=O)O)c1ccc(C(O)CCCN2CCC(C(O)(c3ccccc3)c3ccccc3)CC2)cc1 (centres undefined) | i
CCn1cc(Cn2ccnc2-c2ccc3cccc(OC)c3n2)cn1 | u

3 structures already listed, sorted by formula weight, highest first:
SMILES | ST2 inh
Cc1ccc(C)c(CN2C(=O)C3(OCCCO3)c3ccccc32)c1 | i
CC(=O)c1ccc(OC(=O)c2cc3ccccc3oc2=O)cc1 | i
Cc1sc(N)nc1-c1c[nH]c2ccccc12 | u
